# KB-3-1 tox = KB-3-1 parental cell cytotoxicity. 1.4% of 400,000 active. AID 1347075. Potency, µM (titrated, usually from 46.1 µM), for the others: at the top dose activity change, negative = cytotoxic, most hits filed as cytotoxic. KB-3-1 viability, CellTiter-Glo ATP luminescence, 72 h; note: potency is the fitted concentration of half-maximal effect; % is set by controls: 0 for no effect and ±100 for the full control effect; nearly all actives have a fitted effect of over 60% in size
#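 Here the drug-naive KB-3-1 line serves as comparator for MDR sub-line selectivity; cells received compound titrations, 72 h at 37 °C, then CellTiter-Glo readout.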
# WRN inhibitor = blocks human WRN helicase. Q14191. WRN helicase unwinding, fluorescent forked duplex, kinetic. Potency, µM (highest dose often 114 µM), inactives show top-dose activity change, negative = inhibition, most hits filed as inhibitors. 0.46% of 360,000 active; note: potency is the fitted concentration of half-maximal effect; % is set by controls: 0 for no effect and ±100 for the full control effect; nearly all actives have a fitted effect of over 55% in size
# Target sequence (Q14191 whole entry, looked up): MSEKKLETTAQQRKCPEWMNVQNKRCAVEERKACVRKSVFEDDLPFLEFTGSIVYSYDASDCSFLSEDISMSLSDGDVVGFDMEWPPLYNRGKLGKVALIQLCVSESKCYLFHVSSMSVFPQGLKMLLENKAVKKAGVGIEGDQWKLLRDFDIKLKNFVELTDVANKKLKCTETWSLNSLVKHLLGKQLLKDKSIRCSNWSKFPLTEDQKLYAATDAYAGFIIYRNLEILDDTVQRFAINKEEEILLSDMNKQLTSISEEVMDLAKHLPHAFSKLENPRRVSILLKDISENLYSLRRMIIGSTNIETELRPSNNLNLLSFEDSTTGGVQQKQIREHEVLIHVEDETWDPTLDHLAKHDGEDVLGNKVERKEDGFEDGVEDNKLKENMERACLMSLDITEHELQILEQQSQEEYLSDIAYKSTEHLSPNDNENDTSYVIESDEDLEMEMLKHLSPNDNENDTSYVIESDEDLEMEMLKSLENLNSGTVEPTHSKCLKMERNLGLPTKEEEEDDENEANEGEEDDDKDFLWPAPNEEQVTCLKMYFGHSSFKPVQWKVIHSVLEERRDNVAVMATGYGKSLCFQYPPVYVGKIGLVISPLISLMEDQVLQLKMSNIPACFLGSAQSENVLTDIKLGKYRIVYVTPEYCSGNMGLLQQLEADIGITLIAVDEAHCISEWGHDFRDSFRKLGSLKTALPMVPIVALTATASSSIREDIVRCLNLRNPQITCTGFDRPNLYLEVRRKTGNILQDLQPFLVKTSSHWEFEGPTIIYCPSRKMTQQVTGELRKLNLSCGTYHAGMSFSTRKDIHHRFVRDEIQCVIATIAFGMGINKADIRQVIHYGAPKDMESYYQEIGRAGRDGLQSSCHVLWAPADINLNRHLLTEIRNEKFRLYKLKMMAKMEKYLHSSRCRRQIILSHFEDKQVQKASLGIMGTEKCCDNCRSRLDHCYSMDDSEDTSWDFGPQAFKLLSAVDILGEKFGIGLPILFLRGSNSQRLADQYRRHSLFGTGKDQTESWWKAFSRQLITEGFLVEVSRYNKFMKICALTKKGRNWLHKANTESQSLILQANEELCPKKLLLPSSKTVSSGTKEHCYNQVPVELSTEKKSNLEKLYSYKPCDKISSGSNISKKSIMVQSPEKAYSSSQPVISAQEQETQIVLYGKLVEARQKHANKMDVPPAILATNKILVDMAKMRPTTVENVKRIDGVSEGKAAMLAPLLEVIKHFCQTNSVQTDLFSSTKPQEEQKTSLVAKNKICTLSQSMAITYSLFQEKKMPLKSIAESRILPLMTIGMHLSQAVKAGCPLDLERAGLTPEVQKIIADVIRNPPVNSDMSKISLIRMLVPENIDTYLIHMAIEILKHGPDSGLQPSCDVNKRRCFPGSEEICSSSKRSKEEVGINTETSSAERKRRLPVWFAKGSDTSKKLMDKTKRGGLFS
#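 Kinetic red-fluorescence monitoring (525/598 nm) tracks WRN helicase activity after 100 nM fluorophore-quencher forked duplex and 2 mM ATP are added to 20 nM enzyme pretreated 15 min at room temperature with compound.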
# HT1080 IDH1KD tx = toxicity to HT-1080 IDH1 knockdown cells (counter line); HT-1080 IDH1 knockdown viability, ATP luminescence, 48 h; Potency, µM (highest dose often 46.1 µM), inactives show at the highest dose activity, negative = toxicity, hits mostly cytotoxic; 2% of 360,000 active;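 note: potency is the fitted concentration of half-maximal effect; 0% = DMSO wells and -100% = cell-free medium wells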
#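 Assay cells: HT-1080 with IDH1 knockdown, 750 per well, RPMI/5% FBS. Exposure: 48 h at 37 °C following 2 h pre-incubation. Read: CellTiter-Glo luminescence; fitted concentration-response, curve class assigned.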
# HT1080-NT tox = kills 2HG-producing HT-1080-NT fibrosarcoma cells; HT-1080-NT fibrosarcoma viability, CellTiter-Glo ATP luminescence, 48 h; 1.6% of 360,000 active; Potency, µM (doses to about 46.1 µM), without a hit: at the top dose activity, negative = less viability, usual class: cytotoxic;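 note: NT is the 2HG producing partner of a matched IDH1 knockdown line; potency is the fitted concentration of half-maximal effect; 0% = DMSO-treated cells and -100% = media-only wells without cells; nearly all actives have a fitted effect of over 55% in size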
#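 Viability of the 2HG-overproducing fibrosarcoma line after 48 hours of compound exposure at 37 degrees C was determined by luminescence with CellTiter-Glo, and concentration-effect curves were then fitted and categorized.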
# SW480 rereplic = induces DNA re-replication in SW480 colon adenocarcinoma cells; AID 624297; 1.8% of 340,000 active; Potency, µM (series often up to 46.1 µM), without a hit: top-dose re-replication activation, most hits filed as activators; SW480 DNA re-replication, Hoechst DNA content imaging, 48 h; note: potency is the fitted concentration of half-maximal effect; % of control where 0% means no effect; nearly all actives have a fitted effect of over 55% in size
#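 Compounds, transferred as 23 nL by pin tool, were incubated with cells for 48 hr; DNA content per nucleus was then quantified by Hoechst staining and fluorescence plate imaging.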
# IL1B secr inh = inhibitors of inflammasome signaling (IL-1 beta secretion) | THP-1 LPS/ATP IL-1B secretion, AlphaLISA, 16 h; stronger effect = lower value | activity change, % at 57.5 µM | 4.7% of 360,000 active; in the data active = activity change below about -50%; inconclusive = mostly about -30% to -49%; note: % is set by controls: 0 for no effect and ±100 for the full control effect
#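 THP-1 cells pretreated 1 hr with compounds (up to 57.5 uM final), then stimulated with LPS (250 ng/mL final) plus ATP (1.25 mM final); secreted IL-1B measured by AlphaLISA after 16 hr, decreased signal indicating inhibition.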
# ATXN2 expr inh = inhibitors of ATXN2 expression | HEK-293 ATXN2-luciferase reporter, luminescence, 24 h | 0.72% of 360,000 active | Potency, µM (series often up to 57 µM), inactives show top-dose activity change, negative = inhibition, usual class: inhibitors; note: potency is the fitted concentration of half-maximal effect; % is set by controls: 0 for no effect and ±100 for the full control effect; nearly all actives have a fitted effect of over 55% in size
#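 ATXN2-luciferase reporter cells (luciferase flanked by upstream and downstream ATXN2 gene portions) were treated 24 h at 37 °C with compounds at up to 57 uM. SteadyGlo luminescence gave expression; GF-AFC fluorescence gave viability.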
# KB-V1 cytotox = kills drug-selected multidrug resistant KB-V1 cells. KB-V1 MDR cells viability, CellTiter-Glo, 72 h. Potency, µM (series often up to 46.1 µM), without a hit: at the highest dose activity change, negative = cytotoxicity, usual class: cytotoxic. 3.4% of 400,000 active; note: potency is the fitted concentration of half-maximal effect; % is set by controls: 0 for no effect and ±100 for the full control effect; nearly all actives have a fitted effect of over 60% in size
#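 Luminescent ATP read-out (CellTiter-Glo, 10 min) measures survival of drug-selected KB-V1 MDR cells after 72 h, 37 degrees C compound exposure. Medium: phenol-red-free DMEM, 10% FBS. Values from fitted concentration-response curves.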
# MCF10A rereplic = induces DNA re-replication in MCF 10a normal breast cells | MCF 10A DNA re-replication, Hoechst nuclear intensity, 48 h | 2.9% of 350,000 active | AID 624296 | Potency, µM (doses to about 46.1 µM), without a hit: top-dose activity, positive = re-replication, usual class: activators; note: potency is the fitted concentration of half-maximal effect; % of control where 0% means no effect; nearly all actives have a fitted effect of over 50% in size
# Starred values were filed as active, the others as inactive; u = inconclusive; x = not tested or not shown; & = joins results of further samples; [ ] = another dose, or the depositor's remark. Unless noted, calls come from the whole dose curve; as a rule, active = well fitted curve in the direction sought with a large enough effect; inconclusive = small, poorly fitted or top-dose-only effect, or another doubt; inactive = no such curve, though single readings can be large; an effect the other way counts as inactive or inconclusive.
# Values in the order: KB-3-1 tox | WRN inhibitor | HT1080 IDH1KD tx | HT1080-NT tox | SW480 rereplic | IL1B secr inh | ATXN2 expr inh | KB-V1 cytotox | MCF10A rereplic
- CCOc1ccc(N(CC(=O)N2CCC(Cc3ccccc3)CC2)S(C)(=O)=O)cc1
    1% | -6% | -20% | -11% | u | 0 | -35% | u | -11%
- O=C(Nc1ccccc1)Nc1ccccc1
    u | 4% | -5% | -5% | 2% | -1 | 63%[activator] | -14% | -1%
- COC(=O)c1c(C)[nH]c(C(=O)OCC(=O)NC(C)(C)C)c1C
    u | -4% | -11% | 3% | 6% | 16 | 4%[11.3 µM] | -21% | 1%
- CCCC(=O)N1CCC1(C)C(=O)Nc1cc(OC)c(OC)c(OC)c1 (centres undefined)
    0% | -5% | 0% | 13% | x | -13 | 9% | 6% | x
- CCC(C)NC(=O)Nc1ccc(C)cc1C (centres undefined)
    7% | 4% | 13% | 10% | -7% | -5 | x | 8% | -6%
- O=C(c1cnc2n(c1=O)CCS2)N1CCCc2ccccc21
    3% | -2% | u | 14% | -5% | 9 | 8% | 15% | 1%
- CCOC(=O)N1CCN(C(C(=O)NC2CCCC2)C(C)C)CC1 (centres undefined)
    9% | -29% | 10% | 16% | x | 26 | x | -21% | x
- CN1CCc2c(sc(NC(=O)C3COc4ccccc4O3)c2C(N)=O)C1 (centres undefined)
    8% | -1% | -18% | -8% | u | 0 | 19% | -8% | 16%
- Cc1ccccc1OC(C)C(=O)NCCCN1CCOCC1 (centres undefined)
    8% | 2% | 0% | -1% | -13% | -4 | -3% | 0% | -9%
- O=C(NCCSc1c(-c2ccccc2)[nH]c2ccccc12)c1cc2ccccc2oc1=O
    u | 0% | -1% | 2% | -4% | -3 | u | u | 7%
- Cc1ccc(NS(=O)(=O)c2ccc(C(=O)NCCCN3CCCC3=O)cc2)cc1C
    u | 8% | -21% | -16% | 0% | 1 | -10% | -15% | 3%
- Cc1nc2ccccc2c2c1C(=O)N(Cc1cccnc1)C2=O
    4% | -6% | -2% | -21% | -7% | 11 | 3% | 0% | 0%
- O=C(NC(Nc1cc(C(F)(F)F)ccc1Cl)C(=O)c1ccccc1)c1ccccc1 (centres undefined)
    u | 2% | -22% | -27% | 12% | -4 | 4% | u | 5%
- Cc1c(C)c(C)c(S(=O)(=O)NCCc2ccccn2)c(C)c1C
    0% | 7% | -3% | -18% | 19% | 25 | -18% | -1% | -2%
- CCc1cc(=O)oc2c(CNCc3ccccc3F)c(O)c(Cl)cc12
    1% | -11% | 1% | 11% | -27% | 25 | x | -5% | u
- CC1(C)CC2(CCO1)OC(=O)CC2C(=O)Nc1ccc(Cl)cc1[N+](=O)[O-] (centres undefined)
    16% | -17% | -3% | 10% | -11% | 7 | -18% | 16% | -1%
- Cc1ccc(-n2c([S-])c(C(=O)NC(C)c3ccccc3)[n+]3ccccc23)cc1 (centres undefined)
    -14% | -12% | 0% | 8% | 5% | -2 | 2% | 0% | 1%
- OC(C#Cc1ccccc1)(c1ccccc1)c1ccccc1
    13% | 0% | u | u | u | -9 | 0% | -21% | 139%
- CC(=O)N1CCN(C(=S)c2ccc(-c3ccc(Cl)cc3)o2)CC1
    -4% | u | -10% | -12% | -11% | -12 | 36% | -21% | 4%
- Cc1nc(Nc2cccc(C(C)O)c2)c2nnn(Cc3ccc(F)cc3)c2n1 (centres undefined)
    -9% | -3% | -25% | -17% | -5% | -12 | -28% | 0% | 8%
- Cc1ncn2cc(-c3ccc(Cl)cc3Cl)[nH]c(=O)c12
    1% | -5% | -2% | -12% | 1% | 1 | 22% | 24% | -1%
- Cc1ccccc1NCC(=O)N/N=C\c1ccc([N+](=O)[O-])s1
    2% | -7% | u | u | -30%[inhibitor] | 3 | x | -12% | 3%
- O=C(Cn1cnc2c(NCc3ccccc3)ncnc21)NCCc1cc2ccccc2[nH]1
    0% | -5% | -8% | -4% | u | -7 | -25% | 16% | u
- COCCNC(=O)CSc1nc2cc3c(cc2c(=O)n1CCCC(=O)NCc1ccc(OC)cc1)OCO3
    9% | 1% | 3% | 9% | 0% | -7 | -1% | -3% | -2%
- C/C(=N\Nc1nc(C)c(C)s1)c1ccc([N+](=O)[O-])cc1
    u | -8% | 16µM* | 21µM* | 5% | -88* | 30µM* | u | u
- COCCn1c(=NC(C)=O)sc2cc([N+](=O)[O-])ccc21
    -1% | -31%[57.1 µM] | 0% | 7% | 0% | -2 | 4% | -1% | -2%
- Cc1c(CC(=O)N2C[C@H]3C[C@@H](C2)c2cccc(=O)n2C3)c(=O)oc2cc3occ(C(C)(C)C)c3cc12
    u | -4% | 1% | -6% | u | 0 | -28% | u | u
- CC(=O)Nc1ccc(NC(=O)CS(=O)(=O)c2cn(CC(=O)N3CCC(C)CC3)c3ccccc23)cc1
    -1% | 3% | -1% | -2% | -4% | 8 | 3% | -2% | 5%
- CC(=O)Nc1ccc(NC(=O)COC(=O)CCc2nc3ccccc3s2)cc1
    5% | -5%[57.1 µM] | 4% | 4% | 28%[1.84 µM] | 23 | 18% | -6% | u
- CC(=O)Nc1c(I)c(NC(C)=O)c(I)c(C(=O)O)c1I
    0%&0% | 8% | 0%&4% | 29%&4% | 4%&0%&8% | 12&18 | -6%&9%&8% | -1%&0% | u

# Following part
# Values in the order: KB-3-1 tox | WRN inhibitor | HT1080 IDH1KD tx | HT1080-NT tox | SW480 rereplic | IL1B secr inh | ATXN2 expr inh | KB-V1 cytotox | MCF10A rereplic
- C=CCn1c(SCC(=O)c2c(N)n(CCC)c(=O)n(C)c2=O)nnc1-c1ccncc1
    -12% | -7% | -4% | -1% | -7% | 24 | 4% | -1% | -11%
- CC1(C)Cc2ccccc2C(N/N=C/c2ccc([N+](=O)[O-])cc2)=N1
    -2% | 7% | 3% | 13% | -26% | -23 | -1% | 0% | -13%
- O=c1/c(=C\c2ccc3c(c2)OCO3)sc2n1CCCN=2
    -15% | 6% | -4% | 1% | 8% | -30 | -2% | 13µM* | 11%
- Cc1cc(C)c(NC(=O)C2CC(=O)N(C(C)C)C2)c(C)c1 (centres undefined)
    4% | 5% | 8% | 11% | -5% | 6 | x | 0% | 4%
- CCC(=O)N1CCN(CCN=CC2=C(O)CC(c3ccc(OC)cc3)CC2=O)CC1 (centres undefined)
    11% | -7% | 8% | 6% | -4% | 16 | 0% | 0% | 0%
- COc1cccc(-n2c(SCC(N)=O)nnc2-c2c[nH]c3ccccc23)c1
    0% | 0% | 5% | 9% | -11% | -9 | 8% | u | 2%
- CCN(CC)c1ccc2cc(C=O)c(=O)oc2c1
    u | -15% | -10% | 1% | u | -19 | -4% | -8% | 12µM*
- COc1cccc(C(O)c2nc(-c3cnn(C)c3)cs2)c1 (centres undefined)
    0% | 7% | 0% | 5% | x | 42 | 6% | -18% | x
- Cc1cc(NC(=O)CSc2nnc(-c3ccc(Cl)s3)o2)no1
    0% | -19% | u | u | 7% | 16 | -5% | -8% | 22%
- COc1ccc(-n2nnnc2SCC(=O)NNC(=O)c2ccc([N+](=O)[O-])cc2)cc1
    6% | -2% | -1% | -2% | 10% | 14 | -9% | 2% | 1%
- COc1cccc(NC(=O)c2ccc3nc(C)sc3c2)c1
    -9% | 1% | 10% | 15% | -12% | -22 | x | 3% | -2%
- CC(C)CNC(=O)c1ccccc1NC(=O)c1ccccc1N(C)S(=O)(=O)c1ccccc1
    -2% | -1%[57.1 µM] | 0% | -2% | -2% | u | 8% | -2% | -6%
- CCOC(=O)N1CCC(NC(=O)CSCc2nc(-c3sccc3C)oc2C)CC1
    u | 1% | -1% | -2% | 2% | -12 | -18% | u | -3%
- COc1ccc(CC(=O)NC(c2ccccc2)c2ccc(C)cc2)c(OC)c1 (centres undefined)
    -9% | 7% | 3% | 18% | 7% | -13 | -2% | -2% | 20%
- Cn1c(CCNC(=O)c2ccco2)nc2cc(NC(=O)c3ccccc3Cl)ccc21
    1% | -11% | -17% | -7% | 13% | 10 | -4% | -9% | 5%
- CNC(=S)N(Cc1ccc(OC)cc1)C1CC(=O)N(c2ccc(Cl)cc2)C1=O (centres undefined)
    u | -8% | -30% | -23% | 1% | -22 | x | 5% | 13%
- COc1ccc(/C=C2\SC(=S)N(CCC(=O)NCCCn3ccnc3)C2=O)cc1
    11% | 2% | 2% | 3% | -23% | -27 | x | 16% | 1%
- O=C(NNC1=NCCCCC1)c1cccc([N+](=O)[O-])c1
    -2% | 2% | 0% | -1% | -13% | 2 | 1% | -16% | 20%
- N=C1SCC(=O)N1c1ncc(Cc2cccc(Cl)c2)s1
    -27% | -7% | -22% | -22% | u | -103* | u | u | 12µM*
- C#CC(C)(CC)NC(=O)c1cc2nc(C3CC3)cc(C(F)(F)F)n2n1 (centres undefined)
    18% | -10%[57.1 µM] | 1% | 10% | 3%[1.84 µM] | -2 | 49%[activator] | -4% | u
- Cc1ccc(Cl)cc1-c1ccc(C=Nc2ccc(N3CCOCC3)cc2)o1
    2% | u | -5% | -2% | 15% | -2 | u | -1% | -1%
- CCN(CC)S(=O)(=O)c1ccc(C(=O)NNC(=O)C2COc3ccccc3O2)cc1 (centres undefined)
    15% | 7% | 21% | 3% | -3% | 0 | -11% | -9% | -5%

# Compound profiles (already shown):
# CCC(=O)N1CCN(CCN=CC2=C(O)CC(c3ccc(OC)cc3)CC2=O)CC1 (centres undefined) across the screens: KB-3-1 tox: 11%; WRN inhibitor: -7%; HT1080 IDH1KD tx: 8%; HT1080-NT tox: 6%; SW480 rereplic: -4%; IL1B secr inh: 16; ATXN2 expr inh: 0%; KB-V1 cytotox: 0%; MCF10A rereplic: 0%
# COc1cccc(-n2c(SCC(N)=O)nnc2-c2c[nH]c3ccccc23)c1 across the screens: KB-3-1 tox: 0%; WRN inhibitor: 0%; HT1080 IDH1KD tx: 5%; HT1080-NT tox: 9%; SW480 rereplic: -11%; IL1B secr inh: -9; ATXN2 expr inh: 8%; KB-V1 cytotox: u; MCF10A rereplic: 2%

# Assay outcomes from PubChem BioAssay.
